# Screening data: PubChem BioAssay, The Scripps Research Institute Molecular Screening Center
# PAFAH1B3 FP inh: inhibitors of human PAFAH1B3 | Q15102 | recombinant PAFAH1B3, FP-rhodamine probe, fluorescence polarization | inhibition, % at 3.39 µM | hit rate 0.28% among 340,000;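 active = inhibition above the screen-wide average of all tested compounds plus 3 SD, cut at about 25% in these data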;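 note: 0% = enzyme with DMSO only and 100% = wells lacking PAFAH1B3 protein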
# PAFAH2 FP inh: PAFAH2 (human) inhibition; recombinant PAFAH2, FP-rhodamine activity probe, fluorescence polarization; hit rate 0.99% among 340,000; AID 492956; Q99487; inhibition, % at 3.39 µM;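 active = inhibition above the mean over all tested compounds plus 3 SD, cut at about 30% in these data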;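 note: inhibitors block probe labeling of enzyme so polarization drops; 0% = enzyme with DMSO and 100% = wells lacking PAFAH2 protein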
# pPAFAH inh: inhibitors of human plasma PAF acetylhydrolase (pPAFAH) | Q13093 | recombinant pPAFAH, FP-rhodamine probe fluorescence polarization | inhibition, % at 3.39 µM | hit rate 1.5% among 330,000 | AID 463082;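 active = inhibition above the mean inhibition across the screen plus 3 SD, cut at about 25% in these data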;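 note: inhibitors block binding of the rhodamine activity-based probe so polarization drops; 0% = enzyme with DMSO and 100% = wells lacking pPAFAH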
# Target sequence (Q13093 whole entry, looked up): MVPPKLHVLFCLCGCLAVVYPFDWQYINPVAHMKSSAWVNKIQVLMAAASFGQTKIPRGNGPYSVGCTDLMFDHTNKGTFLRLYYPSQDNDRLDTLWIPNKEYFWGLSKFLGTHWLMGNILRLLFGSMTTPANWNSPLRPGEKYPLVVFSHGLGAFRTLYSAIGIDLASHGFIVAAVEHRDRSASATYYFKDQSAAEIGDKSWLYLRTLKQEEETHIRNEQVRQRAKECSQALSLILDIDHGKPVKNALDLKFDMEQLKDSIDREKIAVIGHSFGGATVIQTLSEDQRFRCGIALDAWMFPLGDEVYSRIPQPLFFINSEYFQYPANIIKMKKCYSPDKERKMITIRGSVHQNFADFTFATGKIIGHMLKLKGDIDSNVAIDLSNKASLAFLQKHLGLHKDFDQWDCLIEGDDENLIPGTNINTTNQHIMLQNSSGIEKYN
# PAFAH1B2 FP inh: blocks human PAF acetylhydrolase 1b catalytic subunit 2; P68402; recombinant PAFAH1B2, FP-rhodamine activity probe, fluorescence polarization; inhibition, % at 3.39 µM; hit rate 1.2% among 340,000;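 active = inhibition above the mean of all tested compounds plus 3 SD, cut at about 24% in these data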;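 note: 0% = enzyme with DMSO and 100% = wells lacking PAFAH1B2; many of its hits are not listed in these tables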
# ZTA DNA inh: blocks Epstein-Barr virus ZTA, an EBNA-1 counter-screen | AID 2234 | ZTA-DNA binding, fluorescence polarization | hit rate 0.15% among 320,000 | inhibition, % at 11 µM | P03206; in the data active = inhibition above about 33%
# Target sequence (P03206 whole entry, looked up): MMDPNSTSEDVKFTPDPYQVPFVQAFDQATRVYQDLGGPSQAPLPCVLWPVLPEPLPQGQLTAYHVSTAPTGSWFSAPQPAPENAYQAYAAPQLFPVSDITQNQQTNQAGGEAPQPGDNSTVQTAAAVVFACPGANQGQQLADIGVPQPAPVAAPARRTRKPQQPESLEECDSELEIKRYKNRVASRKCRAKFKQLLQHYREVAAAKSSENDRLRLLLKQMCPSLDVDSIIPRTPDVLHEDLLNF
# PREPL inh: human PREPL enzyme inhibition; recombinant PREPL, fluorescence polarization activity-based probe; Q4J6C6; inhibition, % at 5.96 µM; AID 2751; hit rate 0.68% among 320,000; in the data active = inhibition above about 43%;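 note: 0% = enzyme with DMSO and 100% = wells lacking enzyme; many of its hits are not listed in these tables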
# LYPLA1 counter: LYPLA1 (human) inhibition in PME1 counter-screen; O75608; inhibition, % at 5.9 µM; recombinant LYPLA1, FP-Rh probe fluorescence polarization; hit rate 0.16% among 320,000;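 active = inhibition above the mean of all tested compounds plus 3 SD, set per campaign, cut at about 14% in these data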;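 note: inhibitors block serine hydrolase probe labeling of LYPLA1 so polarization falls; 0% = enzyme with DMSO and 100% = wells lacking LYPLA1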
# Target sequence (O75608 whole entry, looked up): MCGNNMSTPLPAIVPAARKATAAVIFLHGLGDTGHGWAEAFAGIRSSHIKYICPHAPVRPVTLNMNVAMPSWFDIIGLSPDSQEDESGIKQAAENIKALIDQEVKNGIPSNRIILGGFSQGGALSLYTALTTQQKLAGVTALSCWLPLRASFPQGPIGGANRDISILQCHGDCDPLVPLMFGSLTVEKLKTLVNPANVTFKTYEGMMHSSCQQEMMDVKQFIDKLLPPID
# EBNA-1 inh: blocks EBNA-1 binding to DNA. hit rate 0.34% among 300,000. EBNA-1 DNA binding, fluorescence polarization. AID 1950. inhibition, % at 14.8 µM; in the data active = inhibition above about 28%
# LYPLA2 counter: LYPLA2 (human) inhibition in PME1 counter-screen; O95372; recombinant LYPLA2, FP-Rh probe fluorescence polarization; inhibition, % at 5.9 µM; hit rate 0.38% among 320,000; AID 2177;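 active = inhibition above the screen-wide mean plus 3 SD, limit set per campaign, cut at about 26% in these data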;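 note: 0% = LYPLA2 with DMSO and 100% = wells lacking LYPLA2 enzyme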
# Numbers without * were called inactive; · = no result given. The list is partial; rates above refer to the full screens.
SMILES,PAFAH1B3 FP inh,PAFAH2 FP inh,pPAFAH inh,PAFAH1B2 FP inh,ZTA DNA inh,PREPL inh,LYPLA1 counter,EBNA-1 inh,LYPLA2 counter
Cc1ccsc1/C=N/Nc1ccc(C(=O)O)cc1,8,1,4,4,8,0,0,1,5
O=S(=O)(Nc1ccccc1Br)c1cccs1,7,-1,6,0,-8,-4,3,0,-1
c1ccc(CNc2nc3ccccc3n3cnnc23)cc1,4,-4,8,5,4,-4,1,3,0
CCCCn1cnc2c(sc3nc4c(cc32)CSC(C)(C)C4)c1=O,1,0,-1,-3,-2,-2,-1,0,2
CN1CCC(N(C)C(=O)c2ccccc2Nc2ccc(SC(F)F)cc2)CC1,-10,8,-6,2,4,16,1,-2,5
COC(=O)c1ccccc1C(=O)N1CCCC(CNC(=O)c2ccc(F)cc2)C1 (stereo not given),-2,3,2,-1,-6,2,4,-14,3
COc1ccc(C2CCCN2C(=S)Nc2cccc(Cl)c2C)cc1OC (stereo not given),2,-2,4,-1,7,50*,0,6,1
COc1cccc(NC(=O)C(=O)NCCCn2ccnc2)c1,3,-2,4,0,13,1,1,-2,-4
CCOc1ccc(C2C(C(=O)Nc3ccccc3)=C(C)N=c3s/c(=C/c4cccc(OCC(=O)O)c4)c(=O)n32)cc1 (stereo not given),-6,-7,4,1,-2,-44,-8,-6,-11
CCOCCn1c(N(C)Cc2ccccc2)nc2c1c(=O)[nH]c(=O)n2C,-1,-2,3,-1,1,17,-3,-20,-4
CC1(c2ccccc2)NC(=O)N(CC(=O)Nc2ccc(N3CCOCC3)cc2)C1=O (stereo not given),3,1,0,3,·,0,·,·,·
O=C(c1ccc(NC(=S)Nc2ccc(Cl)c(Cl)c2)cc1)N1CCCC1,1,-15,-2,-5,0,14,-4,-7,-1
Cc1cccc(NC(=O)CCNC(=O)c2ccco2)c1C,2,5,0,0,-7,-2,0,0,0
CCOc1ccc(NC(=O)c2ccc(S(=O)(=O)N3CCOCC3)cc2)cc1,2,4,1,6,-7,8,-3,1,-2
COC(=O)c1ccc(Oc2ccc3nnc(C)n3n2)cc1,3,7,-7,-1,-5,11,-4,-3,-7
Cc1ccc(C)c(N(C(=O)CNC(=O)c2ccco2)C(C(=O)NC2CCCC2)c2ccncc2)c1 (stereo not given),4,2,-4,-1,-2,21,6,3,7
COCCN(C)C(=O)CC1C(=O)NCCN1CC(c1ccccc1)c1ccccc1 (stereo not given),12,-9,-1,2,-1,4,2,-10,-1
S=C(Nc1ccccc1Cl)N1CCCCCC1,5,-4,-4,8,23,6,6,4,5
COc1ccc(C(=O)N2CCC(c3ccccc3)CC2)c(OC)c1OC,10,1,-10,0,6,4,0,5,-1
COc1ccccc1CNC(=O)Cn1cccc1C(=O)c1ccccc1,3,1,-1,2,4,16,-2,-2,-4
O=C(CSc1ccc(Cl)cc1)OCc1nnc(-c2ccccc2)o1,9,11,26*,96*,9,-6,1,5,12
CNc1nnc(CSc2nc3ccccc3s2)s1,0,-5,-1,-10,14,0,-4,4,3
Cc1ccc2cccc(OCC(=O)Nc3cccc(S(=O)(=O)N4CCCC4)c3)c2n1,5,6,0,-1,5,-6,-4,·,2
Cc1ccc(NC(=O)c2c(O)c3ccccc3n(C)c2=O)nc1,4,3,0,7,-11,-7,-2,-8,-7

# 6 entries from above, sorted by SMILES length, falling:
SMILES,PAFAH1B3 FP inh,PAFAH2 FP inh,pPAFAH inh,PAFAH1B2 FP inh,ZTA DNA inh,PREPL inh,LYPLA1 counter,EBNA-1 inh,LYPLA2 counter
Cc1ccc(C)c(N(C(=O)CNC(=O)c2ccco2)C(C(=O)NC2CCCC2)c2ccncc2)c1 (stereo not given),4,2,-4,-1,-2,21,6,3,7
Cc1ccc2cccc(OCC(=O)Nc3cccc(S(=O)(=O)N4CCCC4)c3)c2n1,5,6,0,-1,5,-6,-4,·,2
CCOc1ccc(NC(=O)c2ccc(S(=O)(=O)N3CCOCC3)cc2)cc1,2,4,1,6,-7,8,-3,1,-2
Cc1ccc(NC(=O)c2c(O)c3ccccc3n(C)c2=O)nc1,4,3,0,7,-11,-7,-2,-8,-7
CNc1nnc(CSc2nc3ccccc3s2)s1,0,-5,-1,-10,14,0,-4,4,3
S=C(Nc1ccccc1Cl)N1CCCCCC1,5,-4,-4,8,23,6,6,4,5

# Molecules listed so far that contain a COOH group (2):
SMILES,PAFAH1B3 FP inh,PAFAH2 FP inh,pPAFAH inh,PAFAH1B2 FP inh,ZTA DNA inh,PREPL inh,LYPLA1 counter,EBNA-1 inh,LYPLA2 counter
Cc1ccsc1/C=N/Nc1ccc(C(=O)O)cc1,8,1,4,4,8,0,0,1,5
CCOc1ccc(C2C(C(=O)Nc3ccccc3)=C(C)N=c3s/c(=C/c4cccc(OCC(=O)O)c4)c(=O)n32)cc1 (stereo not given),-6,-7,4,1,-2,-44,-8,-6,-11

# More structures follow.
SMILES,PAFAH1B3 FP inh,PAFAH2 FP inh,pPAFAH inh,PAFAH1B2 FP inh,ZTA DNA inh,PREPL inh,LYPLA1 counter,EBNA-1 inh,LYPLA2 counter
CC(C)(C)OC(=O)N[C@@H](/C=C/c1ccccc1)C(=O)OC(C)(C)C,1,0,-5,3,3,3,-2,·,-6
C[C@H](CO)N1C[C@H](C)[C@H](CN(C)CC2CC2)Oc2ccc(NC(=O)CCN3CCOCC3)cc2C1=O,5,3,5,4,·,15,·,·,·
O=C(O)c1ccc(NC(=O)c2ccco2)c(NC(=O)c2ccco2)c1,3,0,-2,-3,-13,4,5,-9,3
Cn1c(=O)c(C(=O)CCl)c(N)n(CC2CC2)c1=O,2,5,3,5,3,7,-1,5,3
CCOC(=O)c1c(C)oc2ccc(OC(=O)c3cccs3)cc12,-1,3,5,-1,-7,11,-3,-4,2
COc1cc2c(C(=O)NCc3ccc4c(c3)OCO4)cn(C)c(=O)c2cc1OC,13,1,4,1,-1,12,1,5,2
CCOC(=O)CC(=O)CSc1nnc2c(n1)[nH]c1ccccc12,1,11,5,6,14,1,-6,3,-3
CCc1nnc(NC(=O)c2nc(S(=O)(=O)Cc3cccc(C)c3)ncc2Cl)s1,0,0,-5,3,-3,14,-5,-13,-2
Cc1ccc(S(=O)(=O)N(CC(=O)N(C)C)c2cccc([N+](=O)[O-])c2)cc1,7,-6,-1,2,15,-3,-2,-12,-5
CC(=O)C(Sc1nccc(-c2cccs2)n1)C(C)=O,9,-1,3,6,-3,-4,1,3,0
O=C1COc2ccc(S(=O)(=O)NCCc3ccccc3)cc2N1,4,0,4,11,-9,-9,-4,-4,-7
COc1cc(OC)c(C2C(C(=O)N3CCOCC3)=C(C)NC3=C2C(=O)CC(C)(C)C3)cc1OC (stereo not given),1,0,3,1,1,6,-2,13,-1
Nc1c(-c2cccc([N+](=O)[O-])c2)nc2ccccn12,11,2,7,-9,4,8,1,4,8
S=c1[nH]cnc2scc(-c3ccc(Br)cc3)c12,5,0,14,-1,5,3,-1,10,5
Cc1ccn2c(C(=O)N/N=C/c3ccc(CNC(=O)C(=O)Nc4ccc(C)c(C)c4)o3)c(C)nc2c1,·,·,12,·,-7,-29,-3,-7,0
CCOc1ccc(OCCCC(=O)N(CC)CC(=O)Nc2c(F)cccc2F)cc1,3,0,3,5,9,7,-2,·,-5
COC(=O)[C@@H]1C[C@@]2(O)[C@H](O)[C@H](O)[C@H](O)C[C@H]2N1CC(c1ccccc1)c1ccccc1,8,-1,7,0,-4,9,-2,-5,0
CC(C)N1CCN(Cc2ccncc2)CC1CCO (stereo not given),7,6,0,-1,9,12,2,-5,6
Cc1nc2nc(-c3ccc(F)cc3)cn2nc1C,3,-3,2,-2,5,-8,2,-5,1
CCN(CC(=O)Nc1ccc2c(c1)OCCO2)C(=O)/C=C/c1ccc([N+](=O)[O-])cc1,0,6,0,0,-2,7,-2,·,0
COc1ccccc1NS(=O)(=O)c1cc(NC(=O)C2CCC2)ccc1N1CCCCC1,-6,-20,-23,-5,-4,8,-22,-13,-34
Clc1ccc(-c2csc(N/N=C/c3ccc4c(c3)OCO4)n2)cc1,-2,-14,2,-2,-13,7,1,12,4
COC(=O)c1cc(OC)c(OC)cc1NC(=S)N1CCCC(CO)C1 (stereo not given),-2,-11,2,1,-9,9,1,-4,1
O=C(N/N=C\c1ccc(-c2cccc(Cl)c2)o1)C(=O)NC1CCCC1,6,-4,2,0,3,9,-1,-10,0
CCCNC(=S)Nc1ccc(Nc2ccccc2)cc1,-3,5,3,0,0,12,-1,-1,12
Cc1cc2ccccc2nc1SCC(=O)Nc1nc(-c2ccccc2)cs1,-3,-17,-5,0,-4,-4,3,19,5
C/C(Cl)=C\Cn1c(N2CCCC2)nc2c1c(=O)n(C)c(=O)n2C,6,5,0,4,6,0,0,5,0
COc1ccc2c(c1)OC[C@H]1[C@H]2N2C(=O)CN(Cc3ccc(Cl)cc3)C(=O)[C@@]2(C)[C@H]1c1ccccc1,-1,-5,1,-7,-11,-7,3,·,0
CCn1c(=O)cc(SCC(=O)NCc2ccc3c(c2)OCO3)c2ccccc21,-1,-12,4,2,-6,2,0,-9,1
O=[N+]([O-])c1ccc(N=NNc2ccccc2)cc1,11,15,6,3,-5,21,2,-2,12
Cc1nn(CC(=O)NNC(=O)c2ccc(Br)cc2)c(C)c1[N+](=O)[O-],7,0,0,3,7,3,1,·,-1
CCC(C)Nc1cc(C)c(C#N)c2nc3ccccc3n12 (stereo not given),5,-3,5,1,0,22,-1,2,-9
Cc1ccc(S(=O)(=O)N(C)c2ccc(OCC(=O)NCc3ccco3)cc2)cc1,8,4,3,3,9,13,4,15,2
CCN(CC)Cc1c(O)ccc2c(=O)c(Oc3ccccc3OC)coc12,3,2,4,7,3,-3,4,-6,5
Cc1ccc2nc3c(cc(C(=O)NC4CCCC4)c(=N)n3CCCn3ccnc3)c(=O)n2c1,·,·,-1,·,-1,11,0,6,-1
Cc1cc(C)n2nc(SCC(=O)N/N=C/c3ccccc3F)nc2n1,1,0,1,-1,-15,50*,0,-3,0
COc1ccc(OCC(=O)Nc2c(C(=O)N3CCN(C)CC3)oc3ccccc23)cc1,3,1,3,0,-5,1,-2,0,-4
COc1ccc(CCNC(=O)c2ccc(S(=O)(=O)N3CCCCC3)cc2)cc1,-10,-2,-2,4,9,16,4,·,2
COc1ccc(C(=O)Nc2cccc(C(=O)NCc3ccco3)c2)cc1,-1,-2,-4,2,-17,-17,-1,0,-5
